CXXC DNA block: qHTS Fluorescence Polarization Assay for Inhibitors of MLL CXXC domain - DNA interaction; 290,000 compounds, 0.037% hits; Histone-lysine N-methyltransferase 2A (Homo sapiens), Q03164; MLL-CXXC / FITC-HOXA9 DNA fluorescence polarization; Potency, µM (series often up to 115 µM), for the others: at the highest dose activity change, negative = inhibition, most hits filed as inhibitors; active = well fitted inhibition curve with a large enough effect in the polarisation, with a control signal flat, not every such curve was filed as active; inconclusive = small, poorly fitted or top-dose-only effect, or effect the other way, or a change in a side signal; inactive = no such curve, though single readings can be large or run the other way; the % refers to the polarisation; note: potency is the fitted concentration of half-maximal effect
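Purified MLL-CXXC (added from a 7 uM solution) was preincubated 5 min at ambient with pinned compounds in 50 mM Tris-HCl pH 7.5, 50 mM NaCl, 1 mM DTT, 0.05% BSA. Fluorescein-labeled HOX-A9 DNA (50 nM solution) followed, 30 min, then polarization read.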
hERG WT inh: qHTS for Inhibitors of KCHN2 3.1: Wildtype qHTS; AID 720551, 2013; Voltage-gated inwardly rectifying potassium channel KCNH2 (Homo sapiens), Q12809; activity change, % at 1.84 µM; U2OS, BacMam KCNH2, thallium flux FluxOr; stronger effect = lower value; 340,000 compounds, 0.37% hits;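 active = maximum activity change below -70%; inconclusive = maximum activity change between -70% and -50%; inactive = maximum activity change above -50%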; note: % is set by controls: 0 for no effect and ±100 for the full control effect
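U2OS cells were transduced with wild-type KCNH2 virus (2.03 x 10^8 / mL) for 4 h at room temperature, then cultured overnight at 37 C. Thallium flux was read with FluxOr dye. Rate constants were normalized to DMSO controls.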
GALK inhibitor: qHTS Assay for Inhibitors of Human Galactokinase (GALK); Potency, µM (titrated, usually from 57.5 µM), inactives show at the highest dose activity change, negative = inhibition, usual class: inhibitors; 270,000 compounds, 0.007% hits; Purified GALK, Kinase-Glo residual ATP luminescence; P51570; AID 1868, 2009; note: potency is the fitted concentration of half-maximal effect; % is set by controls: 0 for no effect and ±100 for the full control effect
Target sequence (P51570 whole entry, looked up): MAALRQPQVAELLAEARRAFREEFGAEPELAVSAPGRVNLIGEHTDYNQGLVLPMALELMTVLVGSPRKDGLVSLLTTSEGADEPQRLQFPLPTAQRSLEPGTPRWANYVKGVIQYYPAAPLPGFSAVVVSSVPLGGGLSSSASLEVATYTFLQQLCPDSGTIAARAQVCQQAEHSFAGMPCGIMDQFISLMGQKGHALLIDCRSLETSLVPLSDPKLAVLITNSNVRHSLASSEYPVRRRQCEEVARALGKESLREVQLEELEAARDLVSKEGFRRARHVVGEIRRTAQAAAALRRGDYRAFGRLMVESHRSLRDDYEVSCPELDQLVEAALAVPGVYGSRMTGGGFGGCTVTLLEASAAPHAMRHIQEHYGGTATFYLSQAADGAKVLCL
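GALK at 5 nM final was combined with compound, 35 uM ATP and 100 uM galactose in HEPES pH8.0 with MgCl2 and DTT. The reaction ran one hour at room temperature before luminescent ATP detection.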
AT treatment: qHTS Assay for Identifying a Potential Treatment of Ataxia-Telangiectasia | […] A-T fibroblasts, KAP-1 phosphorylation AlphaLISA; neocarzinostatin DNA damage 30 min before lysis | Potency, µM (highest dose often 57.5 µM), for inactives: at the highest dose activation, actives largely listed as activators | 320,000 compounds, 0.19% hits; note: potency is the fitted concentration of half-maximal effect; % of control where 0% means no effect; nearly all actives have a fitted effect of over 45% in size
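ATM-like activity read as KAP-1 phosphorylation via AlphaLISA donor/acceptor antibody pairs after lysis and 6 hr at 25C. Cells were ATM-null patient fibroblasts ([…], hTERT), dosed 60 min, then exposed to the DSB inducer NCS for 30 min.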
TCR activator: Activators of T cell receptors: qHTS campaign | primary human leukocytes, anti-CD3, IL-2 HTRF, 48 h | 330,000 tested, under 10 active | Potency, µM (highest dose often 9.22 µM), inactives show at the top dose activation of IL-2 secretion, usual class: activators | AID 504894, 2011; note: % of control where 0% means no effect
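Primary human leukocytes receive a-CD3 beads and test compound and are incubated 48 hr. Secreted IL-2 is then assayed by HTRF, measuring 665nm acceptor emission after 320nm excitation of the europium donor.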
BCR signal inh: qHTS Assay to Find Inhibitors of Chronic Active B-Cell Receptor Signaling; ABC-DLBCL IkBa-CBG/CBR reporter, luminescence ratio, 4 h; Potency, µM (titrated, usually from 46.1 µM), for the others: top-dose ratio change, negative = lower green/red ratio, actives largely listed as inhibitors; 340,000 compounds, 0.05% hits; AID 493014, 2011; active = well fitted inhibition curve with a large enough effect in the signal ratio, with a control signal flat, not every such curve was filed as active; inconclusive = small, poorly fitted or top-dose-only effect, or effect the other way, or a change in a side signal; the % refers to the signal ratio;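 note: potency is the fitted concentration of half-maximal effect; plate controls were basal doxycycline-induced cells for no effect and cells given 10 µM MG132 for full effect; MG132 reads +100%, hits lower the ratio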
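TMD8 ABC-DLBCL cells carrying doxycycline-inducible green luciferase fused to IkappaBalpha plus unfused red luciferase were exposed to compounds (up to 46 uM) for 4 hrs at 37C. Activity came from the overlap-corrected green/red luminescence ratio.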
Tb PFK inh: qHTS Assay to Find Inhibitors of T. brucei phosphofructokinase. T. brucei PFK, ADP-Glo luminescence. Potency, µM (titrated, usually from 57.5 µM), for inactives: at the highest dose activity, negative = inhibition, hits mostly inhibitors. ATP-dependent 6-phosphofructokinase (Trypanosoma brucei brucei), O15648. AID 485367, 2010. 330,000 compounds, 0.17% hits;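 note: potency is the fitted concentration of half-maximal effect; 0% = uninhibited 1x PFK enzyme wells and -100% = no-enzyme wells; nearly all actives have a fitted effect of over 60% in size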
Target sequence (O15648 whole entry, looked up): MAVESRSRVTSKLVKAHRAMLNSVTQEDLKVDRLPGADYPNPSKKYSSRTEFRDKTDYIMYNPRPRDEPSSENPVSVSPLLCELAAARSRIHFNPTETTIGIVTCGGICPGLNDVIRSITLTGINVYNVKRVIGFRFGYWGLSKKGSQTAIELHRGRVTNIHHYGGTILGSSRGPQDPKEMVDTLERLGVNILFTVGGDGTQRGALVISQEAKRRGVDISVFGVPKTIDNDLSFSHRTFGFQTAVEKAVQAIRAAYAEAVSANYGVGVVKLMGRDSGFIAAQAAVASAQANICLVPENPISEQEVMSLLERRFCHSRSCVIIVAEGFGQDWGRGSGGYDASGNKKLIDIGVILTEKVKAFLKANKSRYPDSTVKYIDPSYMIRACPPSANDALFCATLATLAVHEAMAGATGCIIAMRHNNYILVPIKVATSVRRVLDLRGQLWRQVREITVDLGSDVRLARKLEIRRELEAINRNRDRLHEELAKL
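Compounds were pin-transferred as a titration series up to 57 uM into substrate buffer (0.5 mM F6P, 0.1 mM ATP, pH 8.0), then 1.25 nM PFK was added and reactions ran 45 min before ADP-Glo detection.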
FBPA coupling cs: qHTS Assay for Inhibitors of Fructose-1,6-bisphosphate Aldolase from Giardia Lamblia: Coupling assay counterscreen; coupling enzyme system counterscreen, AmpLite Red fluorescence; activity change, negative = inhibition, % at 58.2 µM, hits read low; 290,000 compounds, 0.67% hits; AID 2472, 2010; in the data active = activity change below about -30%; note: % is set by controls: 0 for no effect and ±100 for the full control effect
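Fluorescence at 525 nm excitation and 598 nm emission measured inhibition of the coupled detection system without aldolase. Compounds (at 57.5 uM final) were preincubated 10 min at room temperature with coupling enzyme reagent before a 20 min substrate/AmpLite Red step.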
TSHR antagonist: Antagonists of the Thyroid Stimulating Hormone Receptor: HTS campaign | Thyrotropin receptor (Homo sapiens), P16473 | TSHR-expressing cells, TSH-stimulated cAMP HTRF, 2 h; stronger effect = lower value | activity change, negative = inhibition, % at 11.5 µM | 330,000 compounds, 0.2% hits | AID 504810, 2011;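 active = activity change below a set negative limit, meaning inhibition stronger than a set level, cut at about -70% in these data; inconclusive = activity change between two set negative limits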; note: % is set by controls: 0 for no effect and ±100 for the full control effect
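Inhibition of cAMP made by TSHR-expressing cells under TSH stimulation (4nM final, EC80; 2 h, 37 deg C) is quantified with a one-step lysis HTRF kit, anti-cAMP cryptate versus cAMP-d2.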
Giardia kill: Small Molecules that selectively kill Giardia lamblia: qHTS; activity change, % at 7.66 µM, hits read low; Giardia lamblia trophozoite viability; AID 540267, 2011; 340,000 compounds, 0.15% hits; in the data active = activity change below about -80%; inconclusive = between about -30% and that limit;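 note: parasites exposed to compound for two days anaerobically before the ATP read; % is set by controls: 0 for no effect and ±100 for the full control effect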
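Each well holds 100 Giardia trophozoites and compound. After two days (48 hrs) at 37 deg C in anaerobic conditions, ATP is quantified by luminescence.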
The depositor's hits bear a star; ? = inconclusive; . = no result given; [ ] = remark or other dose. Unless noted, calls come from the whole dose curve; as a rule, active = well fitted curve in the direction sought with a large enough effect; inconclusive = small, poorly fitted or top-dose-only effect, or another doubt; inactive = no such curve, though single readings can be large; an effect the other way counts as inactive or inconclusive.

SMILES	CXXC DNA block	hERG WT inh	GALK inhibitor	AT treatment	TCR activator	BCR signal inh	Tb PFK inh	FBPA coupling cs	TSHR antagonist	Giardia kill
COc1ccc(-n2nnnc2SCC(=O)NNC(=O)c2ccc([N+](=O)[O-])cc2)cc1	-4%	13	-3%	-1%	2%[46.1 µM]	-6%	7%	3	-1	-5
CCOc1ccc(NC(=O)Cn2cc(C(C)=O)c3ccccc32)cc1	3%	8	-1%	2%	-4%	1%	-3%	1	3	-17
CN(C)C1=C(Cl)C(=O)N(c2ccc(Cl)c(Cl)c2)C1=O	?	1	-1%	-7%	6%	?	-9%	5	-3	-23
COC(=O)[C@@]12CCCN1[C@H](c1ccc(-c3ccc(F)cc3)c(OC)c1)[C@H]1C(=O)N(C)C(=O)[C@H]12	.	9	.	1%	3%	0%	-8%	.	-9	-3
O=C(NCC1CCCO1)c1cc2c([nH]c3ccccc32)c(-c2cccc(Cl)c2)n1 (stereo not drawn)	2%	1	.	-9%	3%	?	-1%	-4	-12	0
CCOC(=O)C1CCN(S(=O)(=O)c2ccc(OC)c(Cl)c2Cl)CC1	11%	2	0%	4%	2%	?	-3%	6	7	-15
Cc1cc(C)cc(OCC(=O)N2N=C(c3cccnc3)CC2(O)C(F)(F)F)c1 (stereo not drawn)	-6%	2	.	2%	-4%	-4%	1%	2	0	-13
CC(C)(C)N1CC(c2nc3ccccc3n2Cc2ccc(F)cc2)CC1=O (stereo not drawn)	-3%	-11	3%	.	-6%	14%	2%	-1	-7	15
O=C(O)c1ccc(N/N=C/C(Br)=C/c2ccccc2)cc1	-24%	4	1%	-31%	1%	?	1%	7	-17	-8
CN(C)CCOC(=O)c1ccc2[nH]c3c(c2c1)CSCC3	33%[activator]	7	4%	-8%	-1%	?	0%	-4	-6	0
CCOC(=O)N1CCC(Nc2c(OCC)c(=O)c2=O)CC1	0%	-5	1%	-11%	1%	-1%	1%	2	10	-20
O=S(=O)(NC1CCCC1)c1cccc(S(=O)(=O)N2CCC(n3nnc4ccccc43)CC2)c1	-7%	3	3%	-2%	.	?	0%	1	2	-1
Cc1cccc(NC(=O)c2ccc3c(c2)OCCO3)c1C	54%[activator]	1	-2%	3%	2%	?	15%	0	-3	-24
O=C(NCCN1CCN(Cc2ccccc2)CC1)C1c2ccccc2C(=O)N2CCc3ccccc3C12 (stereo not drawn)	6%	-11	.	-5%	2%	6%	-1%	3	-9	2
O=C(c1cc2cc(Cl)ccc2oc1=O)N1CCN(c2ccccn2)CC1	3%	-9	2%	0%	-8%	4%	1%	-4	17	-14
Cn1ncc(Cl)c1C(=O)N1CCN(S(=O)(=O)c2ccc(F)cc2)CC1	14%	-2	-4%	8%	-2%	10%	0%	.	18	3
Cc1nnc(NC(=O)CSc2cn(CCNC(=O)c3ccccc3)c3ccccc23)s1	3%	3	-1%	-3%	4%[46.1 µM]	-1%	0%	-1	-2	7
Nc1nc(N)nc(-c2cccc(Cl)c2Cl)n1	.	-9	.	8%	8%	?	-1%	.	3	3
CC(C)N(C(=O)[C@H]1C[C@H](CC(=O)NCCCN(C)C)C(=O)N2CCc3c([nH]c4cc(CCC(=O)N(C)C)ccc34)[C@]12C)C(C)C	.	0	.	6%	-9%[46.1 µM]	-2%	2%	.	10	6
CC1=C(C(=O)Nc2ccccc2)C(c2cccs2)n2nnnc2N1 (stereo not drawn)	1%	10	-2%	0%	.	-1%	-1%	3	18	-14
COc1ccccc1C(=O)NC(=O)COc1ccc(Cl)cc1Cl	.	-4	.	-3%	0%	?	-1%	.	-8	-26
COc1cccc(-c2ocnc2C(=O)Nc2ccc3c(c2)CCC3)c1	2%	-8	0%	7%	5%	10%	3%	0	-25	-9
N/C(=N\OC(=O)c1cccc(C(F)(F)F)c1)c1cnccn1	13%	-10	5%	0%	5%	0%	-3%	.	-1	4
O=C(C1CCCO1)N1CCN(c2ncccn2)CC1 (stereo not drawn)	4%	-3	2%	3%	-5%	-1%	-5%	1	26	11
CCOc1ccc(C(=O)CCC(=O)Nc2cccc(S(=O)(=O)N3CCCCC3)c2)cc1	.	11	.	0%	0%	-3%	-1%	.	-14	-3
CCc1ccccc1NS(=O)(=O)c1ccc2c(c1)NC(=O)CC(=O)N2	9%	-3	2%	4%	-8%	0%	0%	1	10	-12
CN(C)C(=O)c1c([N+](=O)[O-])ncn1C	0%	5	1%	10%	2%[46.1 µM]	0%	1%	3	0	-24
O=c1ccc(-c2ccccc2)nn1Cc1ccccc1F	1%	-13	-4%	8%	-1%	1%	-5%	2	-3	-22
Cc1ccc(OCC(=O)N(Cc2ccc(C)o2)C2CCS(=O)(=O)C2)cc1 (stereo not drawn)	0%	13	7%	-3%	4%	?	-5%	2	0	-2
COc1ccc(N2CCN(CC(=O)c3ccc(O)c(C)c3O)CC2)cc1	11%	-8	-1%	1%	-10%	-8%	-4%	3	3	20
COc1nc(NCCc2ccc(OC)c(OC)c2)nc(NC(C)(C)CO)n1	-6%	0	1%	.	0%[46.1 µM]	?	1%	0	-10	-3
Cn1c(CNc2nc(-c3ccccc3)cs2)nnc1SCC(=O)OC1CCCCC1	-11%	-4	0%	-1%	-6%[46.1 µM]	-9%	-2%	-3	-5	4
Cc1ccc(S(=O)(=O)Nc2c(C)n(C)n(-c3ccccc3)c2=O)cc1C(=O)NCc1ccccc1	.	5	.	1%	.	7%	-4%	.	12	?
Cc1ccc(S(=O)(=O)c2nnn3c2nc(N2CCOCC2)c2ccccc23)cc1	-6%	5	-4%	-5%	4%	4%	-1%	-1	-10	-15
COc1ccc(-c2cc(C(=O)N/N=C(\C)c3ccco3)c3ccccc3n2)c(OC)c1	?	-4	8%	-4%	-10%	1%	1%	-6	-5	16
Cc1ccc(N(C(=O)C(F)(F)F)C(C(=O)NC2CCCCC2)c2cccs2)cc1 (stereo not drawn)	4%	5	-2%	3%	1%	?	0%	3	2	11
O=[N+]([O-])c1ccccc1S(=O)(=O)NC1CC2CCC1C2 (stereo not drawn)	-3%	-2	-2%	-14%	0%	-6%	-8%	1	-3	4
COc1ccc(-c2ocnc2C(=O)Nc2ccc(N3CCOCC3)cc2N2CCOCC2)cc1OC	2%	-5	5%	-3%	-1%	-2%	-1%	3	0	2
CC1CCC(CN2CCN=C2Nc2ccccc2)CC1 (stereo not drawn)	-8%	-3	.	-7%	-5%	-29%	-3%	3	13	13
Cc1ccccc1-n1c(=O)cc(N2CCc3ccccc32)[nH]c1=O	-10%	0	-1%	6%	3%	-1%	-6%	-29	27	-3

Source: PubChem BioAssay (National Center for Advancing Translational Sciences (NCATS))
